# H9c2 TAG inh – triacylglycerol accumulation inhibition; H9c2 cells, Nile Red lipid (TAG) fluorescence; cells loaded with 200 µM oleic acid; 230,000 tested, 0.66% active; inhibition, % at 12.5 µM;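 active means pattern-corrected inhibition of lipid staining of at least 50% with the nuclear-stain viability signal not falling by more than 50%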;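 further: 0% = DMSO wells and 100% = triacsin C control wells; some results filed as inactive read as strong as hits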
# H9c2 TAG inh DAPI viability – second read-out of H9c2 TAG inh, no call of its own (marks repeat the call); DAPI nuclei signal change (viability), lower = more cytotoxic, %;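 whole-well DAPI fluorescence read on a plate reader as a viability signal; minus 50 percent equals half of cells still viable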
# Starred values were filed as active, the others as inactive. This is a subset; the hit share may differ from the screen's.
SMILES,H9c2 TAG inh,H9c2 TAG inh DAPI viability
O=C(Nc1ccc(F)cc1)C1C2CCC3C(CCC21)C3(Cl)Cl (stereo not drawn),-1,-7
COc1ccc(C/C(N)=N/OC(=O)c2cccs2)cc1,0,-7
CC1(C(=O)NS(=O)(=O)c2cccc(OC(F)F)c2)CCN1C(=O)c1cccc(F)c1 (stereo not drawn),15,-1
C[C@H](CO)N1C[C@H](C)[C@@H](CN(C)CC2CC2)OCc2cnnn2CCCC1=O,-5,8
Cc1ccc(Nc2cc(-n3nc(C)cc3C)ncn2)c(C)c1,11,-3
O=C(c1ccccc1)c1ccc(C(=O)N2CCN(c3ccccc3Cl)CC2)cc1,-5,0
COc1ccc(C(=O)N2C(=O)c3ccc(N)cc3C2=O)cc1,-8,6
CCN(CC)C(=O)C1=C(C)N(CCCOC)C(=O)C(CC(=O)NCCCN(C)C)C1 (stereo not drawn),4,-4
CCOC(=O)c1ccc(N2C(=O)C(CC(=O)NC)N(CCc3ccc(OC)c(OC)c3)C2=S)cc1 (stereo not drawn),0,11
COc1ccc(C)cc1NC(=O)NC(C)c1ccc2c(c1)OCO2 (stereo not drawn),-7,-8
O=C(NCc1ccc(F)cc1)c1cccc(NC2=NC3CS(=O)(=O)CC3S2)c1 (stereo not drawn),-1,-9
Cc1cc(NC(=O)/C=C/c2ccccc2Cl)no1,11,5
O=C(CNC(=O)c1ccco1)OCc1cccc(Cl)c1,-13,22
C=CCc1ccc(OCCCCCN2CCOCC2)c(OC)c1,-16,14
C[C@@H]1CN([C@H](C)CO)C(=O)c2cccc(NC(=O)NC3CCCCC3)c2O[C@@H]1CN(C)C(=O)Nc1ccc(C(F)(F)F)cc1,36,-10
CCCCOc1ccc(S(=O)(=O)NC(=O)C2(C)CCN2C(=O)c2c(C)noc2C)cc1 (stereo not drawn),-13,8
CCN(CC)CCSc1nnc2c3ccccc3n(Cc3ccccc3)c2n1,4,1
CCN(CC(=O)NCc1ccc(Cl)cc1)S(=O)(=O)c1ccc(NC(C)=O)cc1,-15,1
O=C(Nc1cc2c3c(c1)CC(=O)N3CCC2)c1ccccc1F,-18,1
CC(C)N(C(=O)c1ccccc1-c1ccccc1)C(C)C,2,-9
O=C(CCCCCn1c(=S)[nH]c2ccc(N3CCOCC3)cc2c1=O)NCc1ccccc1Cl,-22,26
O=c1c(Cc2ccccc2)c(O)c2cccc3c4c(n1c23)CCCC4,7,-3
COc1ccc(-c2cc3ccccc3n2CC(O)CN2CCC(C)CC2)cc1 (stereo not drawn),24,-14
Cc1nn(CC(=O)NC2CC2)c(C)c1S(=O)(=O)N(C)C,-6,-4
CC(=O)c1cnc2cc(-c3ccc(Cl)cc3)nn2c1C,4,15
CCOC(=O)c1ccc(CSc2ncn[nH]2)o1,18,-23
N#Cc1ccccc1Cn1c(=O)n(-c2ccc(CC(=O)NCc3ccco3)cc2)c(=O)c2sccc21,-10,-2
CCOC(=O)C1CCN(C(=O)c2sccc2Cl)CC1,-6,6
O=C(Nc1ccc(N2CCOCC2)cc1)c1csc([C@@H]2C[C@H](O)[C@@H](CO)O2)n1,4,-1
FC(F)(F)c1nc(N2CCN(c3ccccc3)CC2)nc2c1CCCCC2,-17,17
Cn1cc(Br)c(-c2cccc(N3C(=O)CCCC3=O)c2)n1,-1,3
Cc1csc(NC(=O)Cc2ccccc2[N+](=O)[O-])n1,5,10
COc1cc(C(=O)Oc2ccccc2N)cc(OC)c1OC,-20,4
Cc1ccc(CN2CCC(C(=O)Nc3ccc(Oc4cccnc4)cc3)CC2)cc1,7,3
Cc1cc(/C=N/N2CCN(C)CC2)c(C)n1-c1ccc(Cl)cc1,14,0
CCCCSc1nc2c(c(=O)n1CC)SC(C)C2 (stereo not drawn),-8,-6
COc1ccc(COC(=O)Nc2cc3c(C(F)(F)F)nn(C)c3s2)cc1,-3,1
O=C(CN1C(=O)NC(c2ccccc2)(c2ccccc2)C1=O)NCc1cccs1,4,-8
CCCCn1c(N)c(N(CC(C)C)C(=O)c2ccc3c(c2)NC(=O)C(C)S3)c(=O)[nH]c1=O (stereo not drawn),9,-4
Cc1cc(C)cc(OCc2nc(-c3cccnc3)no2)c1,2,6
CCCOc1ccc(C(=O)CCN2CCN(C(=O)OCC)CC2)cc1,1,1
COc1ccc(C(=O)N/N=C/c2ccc(OC)c(COc3ccc(F)cc3)c2)cc1,28,3
Cc1cc(/C=N/NC(=O)C(O)(c2ccccc2)c2ccccc2)c(C)n1-c1cccc(C(=O)O)c1,1,7
Cc1cc(=O)oc2cc(NC(=O)c3c(Cl)cnn3C)ccc12,2,4
CCOC(=O)c1c(NC(=O)C2CCN(S(=O)(=O)c3cccs3)CC2)sc(C)c1C,12,-9
O=c1c2ccccc2c(C=Nc2cccc(S(=O)(=O)NC3=NCCCCC3)c2)c(O)n1Cc1ccccc1,32,-6
CC1CC(C)CN(S(=O)(=O)c2ccc(C(=O)N3CCOCC3)cc2)C1 (stereo not drawn),5,6
CN(Cc1ccccc1)S(=O)(=O)c1ccc(NC(=O)C2CCCCC2C(=O)O)cc1 (stereo not drawn),-3,-5
N=C(N)c1ccc(/C=C/c2ccc(C(=N)N)cc2O)cc1,-5,4
Cc1cc(C)c2sc(NC(=O)CN3C(=O)CCC3=O)nc2c1,0,-4

# More records
SMILES,H9c2 TAG inh,H9c2 TAG inh DAPI viability
CN1c2ccccc2C(O)=C(C(=S)Nc2ccccc2)S1(=O)=O,6,-10
COc1c(Br)cc([N+](=O)[O-])c(OC)c1C(=O)NC(=O)Nc1c(Cl)cccc1Cl,-1,-1
NS(=O)(=O)c1ccc(CCNC(=O)C(=O)NCC2OCCN2C(=O)c2ccc3c(c2)OCO3)cc1 (stereo not drawn),6,0
CC(C)c1ccc(COC(=O)CN2C(=O)NC3(CCCCC3C)C2=O)cc1 (stereo not drawn),-13,-7
CCC1(C)N(O)C(C)(C)C(c2ccc(F)cc2)=[N+]1[O-] (stereo not drawn),10,-3
O=S(=O)(Cc1cc(Sc2ccccc2)nc(-c2ccccc2)n1)c1ccccc1,13,-1
COCCNC(=O)C(C)N(c1ccc(OC)cc1)S(C)(=O)=O (stereo not drawn),-15,17
Cc1nnsc1NC(=O)OCC(C)(C)C,-13,-10
CCc1sc(C(=O)Nc2ccc3nc(C)sc3c2)cc1C,1,-6
O=C(Cn1nc(C(=O)O)c2ccccc2c1=O)Nc1cc(Cl)ccc1-n1cncn1,5,1
OCC1(Cc2ccccc2)CCN(C2CCN(c3ccccc3F)CC2)CC1,23,-14
Cn1cnc(S(=O)(=O)Nc2ccc3c(c2)OCCO3)c1,-5,4
COc1ccc(/C=N/NC(=O)COc2ccccc2-c2ccccc2)cc1,59*,-21*
Cn1cccc1-c1nc2ccccc2n1Cc1ccccc1,-22,-1
Cc1ccc(-c2nnc3ccc(SCC(=O)N4CCCc5ccccc54)nn23)cc1,8,1
O=C(C1CCN(S(=O)(=O)N2CCOCC2)CC1)N1CCN(c2ccc(F)cc2)CC1,-33,4
O=C(C[n+]1ccccc1)Nc1ccc(Cl)c([N+](=O)[O-])c1,6,-15
CCOC(=O)c1cc2c(=Cc3ccc(N(C)C)cc3)c3ccccc3n2[n+]1C,8,-41
CC(Nc1nc(Nc2ccc(F)cc2)nc(SCC(N)=O)n1)c1ccccc1 (stereo not drawn),7,-4
Cc1ccccc1C(=O)N1CCC(C(=O)N(CC(C)C)c2c(N)n(Cc3ccccc3)c(=O)[nH]c2=O)CC1,7,-1
CC1CCN(C(=O)C(C)OC(=O)CSc2ccc([N+](=O)[O-])cc2)CC1 (stereo not drawn),1,-7
CC1CCCC(NC(=O)CSc2ncnc3ccccc23)C1C (stereo not drawn),2,2
CCN(C(=O)CN1CCN(c2ccc(OC)cc2)CC1)c1c(N)n(Cc2ccccc2)c(=O)[nH]c1=O,6,-14
O=C(Cc1ccccc1)N1CCN(c2ccccc2F)CC1,-6,4
COc1ccc(-c2ccc3oc(-c4ccc(OC)cc4)c(C#CCCO)c3c2)cc1,4,73
CC(=O)Nc1cccc(NC(=O)CSc2ccc(-c3cccnc3)nn2)c1,5,-1
O=C(Cc1c(F)cccc1Cl)OCC(=O)N1CCN(c2ccccc2)CC1,-5,-7
O=C1CCCCC1C(O)(C(=O)c1ccccc1)c1ccccc1 (stereo not drawn),-20,12
COc1ccc(CN2C(=O)c3ccccc3C2=O)cc1C(=O)Nc1ccccc1N1CCOCC1,-1,-4
Cc1occc1-c1nnc(SCC(=O)N2CCCC(C)C2)o1 (stereo not drawn),11,-2
CCCc1cc(=O)oc2cc(C)c(CN3CCCC3)c(O)c12,11,9
COc1ccccc1CCC(=O)OCC(=O)NC1CCCCC1,27,-7
CC(=O)Nc1cccc(-c2ccnc3c2CC(C(=O)NCc2ccncc2)O3)c1 (stereo not drawn),-13,-2
COc1ccc(C)cc1NC(=O)C1CCCN(S(=O)(=O)c2cccc3cccnc23)C1 (stereo not drawn),-7,-2
Clc1cccc(-c2ccc3ncnc(NCc4cccs4)c3c2)c1,-6,8
O=C(Nc1cccc(S(=O)(=O)N2CCCCC2)c1)c1ccccc1NS(=O)(=O)c1ccc(F)cc1,-11,15
CC(=O)C(C)Oc1cc(C)cc2oc(=O)c(C)c(C)c12 (stereo not drawn),19,8
COc1ccccc1CCNC(=O)Cc1cccs1,0,-10
Cc1cc(C)nc(NC(=O)/C=C/c2ccc(Cl)cc2Cl)c1,13,-7
CNc1ccccc1-c1nc2ccccc2n(C)c1=O,-9,13

# Part of the list above, with two lines to a compound:
# Below each SMILES: H9c2 TAG inh, H9c2 TAG inh DAPI viability
CCOC(=O)c1cc2c(=Cc3ccc(N(C)C)cc3)c3ccccc3n2[n+]1C
→ 8, -41
CC(Nc1nc(Nc2ccc(F)cc2)nc(SCC(N)=O)n1)c1ccccc1 (stereo not drawn)
→ 7, -4
Cc1ccccc1C(=O)N1CCC(C(=O)N(CC(C)C)c2c(N)n(Cc3ccccc3)c(=O)[nH]c2=O)CC1
→ 7, -1
CC1CCN(C(=O)C(C)OC(=O)CSc2ccc([N+](=O)[O-])cc2)CC1 (stereo not drawn)
→ 1, -7
CC1CCCC(NC(=O)CSc2ncnc3ccccc23)C1C (stereo not drawn)
→ 2, 2
CCN(C(=O)CN1CCN(c2ccc(OC)cc2)CC1)c1c(N)n(Cc2ccccc2)c(=O)[nH]c1=O
→ 6, -14
O=C(Cc1ccccc1)N1CCN(c2ccccc2F)CC1
→ -6, 4
COc1ccc(-c2ccc3oc(-c4ccc(OC)cc4)c(C#CCCO)c3c2)cc1
→ 4, 73
CC(=O)Nc1cccc(NC(=O)CSc2ccc(-c3cccnc3)nn2)c1
→ 5, -1
O=C(Cc1c(F)cccc1Cl)OCC(=O)N1CCN(c2ccccc2)CC1
→ -5, -7
O=C1CCCCC1C(O)(C(=O)c1ccccc1)c1ccccc1 (stereo not drawn)
→ -20, 12
COc1ccc(CN2C(=O)c3ccccc3C2=O)cc1C(=O)Nc1ccccc1N1CCOCC1
→ -1, -4
Cc1occc1-c1nnc(SCC(=O)N2CCCC(C)C2)o1 (stereo not drawn)
→ 11, -2
CCCc1cc(=O)oc2cc(C)c(CN3CCCC3)c(O)c12
→ 11, 9
COc1ccccc1CCC(=O)OCC(=O)NC1CCCCC1
→ 27, -7
CC(=O)Nc1cccc(-c2ccnc3c2CC(C(=O)NCc2ccncc2)O3)c1 (stereo not drawn)
→ -13, -2
COc1ccc(C)cc1NC(=O)C1CCCN(S(=O)(=O)c2cccc3cccnc23)C1 (stereo not drawn)
→ -7, -2
Clc1cccc(-c2ccc3ncnc(NCc4cccs4)c3c2)c1
→ -6, 8
O=C(Nc1cccc(S(=O)(=O)N2CCCCC2)c1)c1ccccc1NS(=O)(=O)c1ccc(F)cc1
→ -11, 15
CC(=O)C(C)Oc1cc(C)cc2oc(=O)c(C)c(C)c12 (stereo not drawn)
→ 19, 8
COc1ccccc1CCNC(=O)Cc1cccs1
→ 0, -10

# Additional results
SMILES,H9c2 TAG inh,H9c2 TAG inh DAPI viability
CC(=O)Nc1cc([N+](=O)[O-])ccc1OCc1ccccc1,-13,6
CCOc1cc(N2CCOCC2)c(OCC)cc1NC(=O)COC(=O)[C@@H]1CCCN1S(=O)(=O)c1ccccc1F,3,9
Cc1ccc(NC(=O)C2(C)CCN2C(=O)CC(c2ccccc2)c2ccccc2)cc1 (stereo not drawn),-21,3
C#CC(C)(CC)NC(=O)Cn1nnc(-c2ccc(S(C)(=O)=O)cc2)n1 (stereo not drawn),3,-6
Cc1ccccc1NC(=O)Nc1nc(C(N)C2CCCCC2)cs1 (stereo not drawn),133,-109
CCOc1ccc(CCN2C(=S)N([C@@H](CC(C)C)CN3CCCC3CN3C(=S)NC[C@@H]3CC(C)C)C[C@@H]2CC(C)C)cc1 (stereo partly drawn),45,-2
O=C(C1CCCN1S(=O)(=O)c1cccc2nsnc12)N1CCCCC1 (stereo not drawn),-5,3
O=C1CN(C(=S)Nc2ccccc2Cl)CCN1,20,-8
O=C(C1CC1)N1CCN(Cc2ccccc2)CC1,-1,0
Cc1ccc(-c2ccc(CO)o2)cc1N,-5,-2
CCCCOc1ccc(/C=C2/Sc3ccccc3C2=O)cc1,-8,3
O=C(COc1ncnc2ccccc12)Nc1ccc(Cl)c([N+](=O)[O-])c1,-10,-9
O=C(COc1ccc([N+](=O)[O-])cc1Cl)Nc1ccc2[nH]c(=O)[nH]c2c1,-3,-1
CC1(NC(=O)Cc2csc(-c3cccc(Cl)c3)n2)CCS(=O)(=O)C1 (stereo not drawn),6,-12
COc1ccccc1N1CCN(S(=O)(=O)CCNC(=O)CC2CCCC2)CC1,-9,2
C=CCc1ccccc1OCC(O)CNC(C)C (stereo not drawn),17,-7
O=C(CSc1ccc2nnc(-c3ccccn3)n2n1)NCc1ccco1,0,2
